# Screening results deposited in PubChem by National Center for Advancing Translational Sciences (NCATS).
# GAA glycogen mod: qHTS Assay for Inhibitors and Activators of Human alpha-Glucosidase Cleavage of Glycogen. Potency, µM (doses to about 76.4 µM), for inactives: at the top dose activity change, negative = inhibition, hits mostly inhibitors. recombinant GAA, glycogen substrate, Amplex Red glucose oxidase fluorescence. 300,000 compounds, 0.38% hits. AID 2100, 2009;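 also: 0% = full enzyme reaction and -100% = no-enzyme basal signal; the screen sought inhibitors and activators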
#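 Recombinant human alpha-glucosidase (4 nM final) hydrolysed bovine liver glycogen (30 ug) for 40 min at 37 C in pH 5.0 citrate/phosphate with 0.01% Tween-20. Released glucose detected by glucose oxidase/Amplex Red, Ex 573/Em 610 nm. Compounds up to 77 uM; AC50 from Hill fits.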
# KDM4E inh: qHTS Assay for Inhibitors of Human Jumonji Domain Containing 2E (JMJD2E); Lysine-specific demethylase 4E (Homo sapiens), B2RXH2; 230,000 compounds, 1.6% hits; Potency, µM (titrated, usually from 57.1 µM), inactives show at the top dose activity change, negative = inhibition, usual class: inhibitors; AID 2147, 2009; JMJD2E catalytic domain, FDH-coupled NADH fluorescence (FDH is formaldehyde dehydrogenase); active = well fitted inhibition curve with a large enough effect, not every such curve was filed as active; inconclusive = small, poorly fitted or top-dose-only effect, or another doubt; inactive = no such curve, though single readings can be large or run the other way;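 also: 0% = wells with enzyme and -100% = buffer wells without enzyme; nearly all actives have a fitted effect of over 50% in size; many of its hits are not listed in these tables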
# GAA inhib: qHTS Assay for Inhibitors of Human alpha-Glucosidase as a Potential Chaperone Treatment of Pompe Disease | purified human GAA, 4-MU-alpha-glucoside fluorescence | Potency, µM (top dose mostly 76.9 µM), for inactives: at the highest dose activity change, negative = inhibition, actives largely listed as inhibitors | 200,000 compounds, 0.005% hits | AID 1466, 2008;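 also: plate controls were uninhibited enzyme wells for no effect and no-enzyme background for full effect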
#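 AC50 values come from Hill fits of compound titrations (up to 77 uM) against 4 nM human enzyme. Substrate 4-methylumbelliferyl-alpha-D-pyranoside at 400 uM, pH 5.0 citrate buffer, 20 min room temperature; fluorescence Ex 365/Em 440 after alkaline stop.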
# GLA spleen mod: qHTS Assay for Inhibitors and Activators of Human alpha-Galactosidase From Spleen Homogenate. Alpha-galactosidase A (Homo sapiens), P06280. human spleen homogenate, 4MU-alpha-Gal fluorescence, 40 min. Potency, µM (doses to about 80 µM), for the others: at the top dose activity change, negative = inhibition, actives largely listed as inhibitors. 240,000 compounds, 0.008% hits. AID 2107, 2009;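 also: 0% = enzyme with vehicle and -100% = no enzyme basal signal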
# Target sequence (P06280 32-429 limits assumed): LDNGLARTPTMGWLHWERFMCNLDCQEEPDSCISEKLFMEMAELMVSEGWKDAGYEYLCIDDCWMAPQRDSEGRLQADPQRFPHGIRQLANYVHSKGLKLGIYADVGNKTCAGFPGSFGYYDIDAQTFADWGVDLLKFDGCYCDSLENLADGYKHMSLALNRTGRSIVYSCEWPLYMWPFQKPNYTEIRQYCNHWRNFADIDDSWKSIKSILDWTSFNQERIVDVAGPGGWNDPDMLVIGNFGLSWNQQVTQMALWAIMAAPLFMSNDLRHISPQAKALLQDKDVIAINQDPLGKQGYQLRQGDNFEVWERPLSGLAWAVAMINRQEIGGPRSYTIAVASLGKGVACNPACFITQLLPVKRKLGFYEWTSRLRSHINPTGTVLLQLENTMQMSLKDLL
#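 Fluorogenic readout (Ex 365/Em 440 nm) of 4-methylumbelliferone released from 1 mM 4-MU-alpha-galactoside by spleen homogenate, 40 min at 37C, pH 5.0. Data normalized to no-enzyme and enzyme controls; Hill-equation AC50 from compound titrations.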
# ALDH1A1 block: qHTS Assay for Inhibitors of Aldehyde Dehydrogenase 1 (ALDH1A1). Purified ALDH1A1, NADH fluorescence, propionaldehyde substrate. Potency, µM (top dose mostly 75.3 µM), for the others: top-dose activity, negative = inhibition, most hits filed as inhibitors. 220,000 compounds, 7.3% hits. AID 1030, 2008; active = well fitted inhibition curve with a large enough effect, not every such curve was filed as active; inconclusive = small, poorly fitted or top-dose-only effect, or another doubt; inactive = no such curve, though single readings can be large or run the other way;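 also: plate controls were no enzyme wells and a reference inhibitor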
# RGS12 GoLoco inh: qHTS Assay for Inhibitors of RGS12 GoLoco Motif Activity (Red Fluorophore); Gai1:RGS12 GoLoco peptide FP, rhodamine, 10 min; 230,000 compounds, 0.44% hits; Potency, µM (top dose mostly 61.6 µM), for the others: top-dose activity, negative = inhibition, actives largely listed as inhibitors; active = well fitted inhibition curve with a large enough effect, not every such curve was filed as active; inactive = no such curve, though single readings can be large or run the other way; also: % is scaled to controls: 0 for no effect and ±100 for the full control effect; nearly all actives have a fitted effect of over 30% in size; many of its hits are not listed in these tables
# Target sequence (P63096 whole entry, looked up): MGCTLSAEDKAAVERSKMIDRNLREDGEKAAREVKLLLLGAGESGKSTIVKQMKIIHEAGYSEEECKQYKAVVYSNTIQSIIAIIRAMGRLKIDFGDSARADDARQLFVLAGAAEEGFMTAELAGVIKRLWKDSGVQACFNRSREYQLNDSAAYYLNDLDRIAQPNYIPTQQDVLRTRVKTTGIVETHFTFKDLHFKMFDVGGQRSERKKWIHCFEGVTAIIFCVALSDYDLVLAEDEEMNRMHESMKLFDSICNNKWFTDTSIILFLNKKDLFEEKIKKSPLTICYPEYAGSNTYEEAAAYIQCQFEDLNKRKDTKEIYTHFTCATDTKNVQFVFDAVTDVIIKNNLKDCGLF
# GAA spleen mod: qHTS Assay for Inhibitors and Activators of Human alpha-Glucosidase From Spleen Homogenate; Potency, µM (top dose mostly 79.9 µM), without a hit: at the highest dose activity change, negative = inhibition, most hits filed as inhibitors; human spleen homogenate, 4-MU-alpha-glucoside fluorescence; AID 2112, 2009; 240,000 compounds, 0.006% hits;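 also: 0% = enzyme with vehicle and -100% = no enzyme basal signal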
#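 Compounds were titrated against alpha-glucosidase in spleen homogenate at pH 5.0, with 1 mM 4-methylumbelliferyl substrate for 40 min at 37 C. Reactions were quenched with pH 10 NaOH/glycine and fluorescence measured.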
# SMN2 splice enh: qHTS Assay for Enhancers of SMN2 Splice Variant Expression | HEK293 SMN2-luciferase splicing reporter, luminescence, 30-36 h | AID 1458, 2008 | Potency, µM (doses to about 46.1 µM), without a hit: at the top dose activity change, positive = activation, actives largely listed as activators | 210,000 compounds, 2.8% hits; also: % of control where 0% means no effect; nearly all actives have a fitted effect of over 55% in size
#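 qHTS luciferase splicing reporter: luminescence rises when SMN2 exon 7 is included in transfected HEK293 cells. Compound exposure lasted 30-36 h at 37C, with 4.5 mM final sodium butyrate as control, followed by a ONE-Glo read.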
# * marks the source's active call; other numbers are inactive results; ? = inconclusive; nt = no result given; [ ] = another dose, or the depositor's remark. Unless noted, calls follow the shape of the dose curve; as a rule, active = well fitted curve in the direction sought with a large enough effect; inconclusive = small, poorly fitted or top-dose-only effect, or another doubt; inactive = no such curve, though single readings can be large; an effect the other way counts as inactive or inconclusive. Potency is read from the fitted curve at half-maximal effect.
SMILES,GAA glycogen mod,KDM4E inh,GAA inhib,GLA spleen mod,ALDH1A1 block,RGS12 GoLoco inh,GAA spleen mod,SMN2 splice enh
O=[N+]([O-])c1ccccc1Oc1ccccc1Cl,6%,1%,-4%,18%,10%,2%,16%,15%[1.84 µM]
COc1ccc(NC(=O)Cn2cccc2)cc1Cl,-5%,7%,-2%,-5%,?,5%,-1%,5%
Cc1c(C(=O)NCC2COc3ccccc3O2)oc2ccc(S(=O)(=O)N3CCOCC3)cc12 (stereo not given),-27%,?,?,-6%,-12%,3%,-18%,-40%[inhibitor]
Cc1cccc(-n2c(SCc3cc(=O)n4ccsc4n3)nc3ccccc32)c1,-8%,1%,-4%,1%,?,133%[activator],-5%,17%
CCC1(C)Cc2c(sc3nc(SC)[nH]c(=O)c23)CO1 (stereo not given),4%,-7%,1%[15.4 µM],5%,1%,5%,0%,nt
COc1ccc(C(=O)Nc2cccc(-c3nnc(-c4ccco4)o3)c2)cc1,2%,2%,3%,6%,-12%,-5%,-1%,-12%
Cc1ccsc1C(=O)OCC(=O)NCCCc1ccccc1,-10%,2%,1%,2%,-9%,14%,4%,11%
Cc1nc2cc(-c3cccc(F)c3)nn2c(C)c1CCC(=O)NC(C)CCc1ccco1 (stereo not given),1%,?,-9%,4%,?,-20%,-1%,5%
O=C(Nc1ccon1)c1ccc(Cl)s1,8%,0%,-11%,-3%,9%,2%,0%,7%
COCCNc1ncnc2c1[nH]c1ccccc12,-2%,?,-3%[15.4 µM],-2%,?,2%,-1%,nt
Nc1ccc2c(c1)-c1ccccc1S(=O)(=O)N2,?,?,-11%,8%,0%,2µM*,3%,-1%
CCCc1cc(C(=O)OC)c(NC(=O)OCC)s1,0%,-14%,6%,5%,-3%,0%,-3%,-14%
COCCn1c(=O)c(-c2ccc(Cl)cc2)nc2cnc(N3CCNCC3)nc21,nt,nt,nt,22%,?,-5%,-8%,nt
COc1ccc2[nH]c(N=Nc3ccccc3C)c(O)c2c1,3%,-16%,-4%,4%,-17%,-34%,5%,25%
O=C(NCCc1c[nH]c2ccccc12)C(=O)NCC1OCCCN1S(=O)(=O)c1ccc(F)cc1 (stereo not given),0%,7%,-7%,12%,?,2%,-5%,-23%
COc1cc(NC(=O)c2noc3c2CCC3)c(OC)cc1Cl,10%,-3%,-1%,2%,?,-23%,-2%,?
COc1ccc(F)cc1S(=O)(=O)N1CCCC(C)C1 (stereo not given),-1%,-1%,0%,1%,8%,2%,0%,?
O=c1[nH]c(CSc2nnc(COc3ccccc3)n2-c2ccccc2)nc2ccccc12,-2%,-21%,-7%,10%,18µM*,7%,3%,?
Cc1nn(C(C)C(=O)O)c(=O)c2ccccc12 (stereo not given),13%,?,2%,-2%,3%,18%,3%,nt
O=C(CN1CCCC1)OCCCC1CCCCC1,-17%,-4%,nt,7%,nt,8%,-9%,nt

# Overlap with the part before: 2 entries, then new ones.
SMILES,GAA glycogen mod,KDM4E inh,GAA inhib,GLA spleen mod,ALDH1A1 block,RGS12 GoLoco inh,GAA spleen mod,SMN2 splice enh
Cc1nn(C(C)C(=O)O)c(=O)c2ccccc12 (stereo not given),13%,?,2%,-2%,3%,18%,3%,nt
O=C(CN1CCCC1)OCCCC1CCCCC1,-17%,-4%,nt,7%,nt,8%,-9%,nt
Cc1ccc2c(c1)COc1c3ccc(C(=O)N4CCCCC4)cc3nn1-2,1%,?,nt,-2%,nt,3%,0%,nt
CCC(c1nnnn1C(C)(C)CC)N1CCN(c2ccccc2F)CC1 (stereo not given),-11%,7%,8%,1%,1%,12%,-10%,-23%
CCOC(=O)N1CCN(Cc2nc(N)nc(Nc3ccc(Cl)cc3)n2)CC1,-4%,-11%,-3%,1%,-6%,1%,-15%,nt
Cc1ccc(NC(=S)Nc2cccc3cnccc23)c(C)c1,-18%,?,-1%,0%,18µM*,3%,-7%,-60%[inhibitor]
Cc1ccccc1-c1noc(-c2ccccc2C(=O)NCc2ccco2)n1,-3%,5%,?,-8%,14µM*,-20%,-5%,nt
CS(=O)(=O)c1cccc(C(=O)NCc2ccccc2)c1,1%,-3%,?,-13%,?,4%,-4%,4%
CC(C)C[C@H](NC(=O)OC(C)(C)C)C(=O)N/N=C/C1=Cc2ccccc2OC1C (stereo not given in full),-10%,?,2%,5%,?,-3%,-4%,-27%
COc1ccc(C2=NN(C(=O)CCCC(=O)O)C(c3cccs3)C2)cc1OC (stereo not given),15%,?,?,-6%,?,21%,1%,nt
Cc1ccc2cccc(OCC(=O)Nc3ccc4c(c3)OCO4)c2n1,6%,3%,-11%,-11%,-5%,11%,9%,-17%
CCc1ccc(-c2csc3[n+]2CCN3C(C)=O)cc1,-2%,-3%,-7%,7%,?,2%,2%,-8%
CC1=C(C(=O)Nc2ccccn2)C(c2ccccc2Cl)NC(=S)N1 (stereo not given),-17%,-11%,3%,3%,2.5µM*,0%,5%,?
CCOC(=O)CNC(=O)CSc1nc(-c2cccc(C)c2)ns1,4%,-3%,6%,1%,20µM*,-6%,nt,5%
CC(C)CC(NS(=O)(=O)c1cc(C(=O)O)ccc1Cl)C(=O)O (stereo not given),5%,?,2%,7%,7%,13%,2%,8%
CC(/C=N\NC(=O)Cn1cncn1)=C/c1ccc(C(C)C)cc1,3%,0%,nt,7%,nt,12%,6%,nt
COc1ccccc1OCc1ccc(C(=O)Nc2ccccc2F)cc1,21%,?,2%,-2%,-1%,nt,-5%,nt
CN1C(=O)c2ccc(NC(=O)c3ccc(N4CCCCC4)c([N+](=O)[O-])c3)cc2C1=O,1%,?,-1%,1%,?,-12%,-4%,-9%
NC(=O)C1CCN(C(=O)CN(c2cccc(C(F)(F)F)c2)S(=O)(=O)c2ccccc2)CC1,5%,7%,-4%,-2%,10%,2%,-17%,-7%
O=C(NCC1OCCc2ccccc21)c1ccc(NC(=O)c2cccc(Br)c2)cc1 (stereo not given),-2%,-28%,4%,-1%,5%,nt,0%,nt
Clc1cccc2sc(N3CCN(c4ccccc4)CC3)nc12,15%,2%,3%,-15%,4%,1%,3%,26%
NC(=O)c1ccc(N2CCCCC2)c(N2C(=O)C3CC=CCC3C2=O)c1 (stereo not given),3%,5%,-12%,-2%,-5%,10%,-5%,-5%
CCOC(=O)C1=C(C)NC(C)=C(C(=O)OCC)C1c1ccccn1,-5%,?,-5%,-3%,-5%,8%,-6%,3%
Cc1ccc(-c2cc(C(=O)NCCc3ccc(S(N)(=O)=O)cc3)c3ccccc3n2)cc1,-15%,9%,10%,4%,?,26%,0%,-2%
N/C(=N\OC(=O)COc1ccc(Cl)cc1Br)c1ccncc1,18%,7%,-1%,-5%,?,1%,-2%,11µM*
CCn1cc(C(=O)O)c(=O)c2cnc(N3CCN(C(=S)NC(=O)c4ccccc4)CC3)nc21,-2%,?,nt,-21%,nt,-20%,4%,nt
CCOc1ccccc1OCC(=O)NCCc1ccc(S(N)(=O)=O)cc1,10%,-3%,-4%,-1%,7%,-8%,8%,8%
CN(C)c1ccc(/C=C/C(=O)c2cccc(Br)c2)cc1,-9%,4%,-1%,-1%,7.1µM*,291%[activator],-4%,-1%
O=C(COc1ccc2ccccc2c1)Nc1ccc2c3c(cccc13)CC2,12%,?,1%,-5%,0%,14%,-7%,-25%
CC(C)CCn1c(=O)[nH]c2ccccc21,3%,7%,nt,8%,nt,12%,3%,nt
C=CCSc1nc(C)c(CCC(C)C)c(=O)[nH]1,-18%,18%,nt,5%,4%,1%,6%,nt
O=C1c2ccccc2-c2onc3ccc(Oc4ccccc4)c1c23,6%,-10%,-1%,-3%,0%,88%[activator],-5%,-103%[inhibitor]

# By substructure, the compounds so far containing a Cl atom (ten)
SMILES,GAA glycogen mod,KDM4E inh,GAA inhib,GLA spleen mod,ALDH1A1 block,RGS12 GoLoco inh,GAA spleen mod,SMN2 splice enh
O=[N+]([O-])c1ccccc1Oc1ccccc1Cl,6%,1%,-4%,18%,10%,2%,16%,15%[1.84 µM]
COc1ccc(NC(=O)Cn2cccc2)cc1Cl,-5%,7%,-2%,-5%,?,5%,-1%,5%
O=C(Nc1ccon1)c1ccc(Cl)s1,8%,0%,-11%,-3%,9%,2%,0%,7%
COCCn1c(=O)c(-c2ccc(Cl)cc2)nc2cnc(N3CCNCC3)nc21,nt,nt,nt,22%,?,-5%,-8%,nt
COc1cc(NC(=O)c2noc3c2CCC3)c(OC)cc1Cl,10%,-3%,-1%,2%,?,-23%,-2%,?
CCOC(=O)N1CCN(Cc2nc(N)nc(Nc3ccc(Cl)cc3)n2)CC1,-4%,-11%,-3%,1%,-6%,1%,-15%,nt
CC1=C(C(=O)Nc2ccccn2)C(c2ccccc2Cl)NC(=S)N1 (stereo not given),-17%,-11%,3%,3%,2.5µM*,0%,5%,?
CC(C)CC(NS(=O)(=O)c1cc(C(=O)O)ccc1Cl)C(=O)O (stereo not given),5%,?,2%,7%,7%,13%,2%,8%
Clc1cccc2sc(N3CCN(c4ccccc4)CC3)nc12,15%,2%,3%,-15%,4%,1%,3%,26%
N/C(=N\OC(=O)COc1ccc(Cl)cc1Br)c1ccncc1,18%,7%,-1%,-5%,?,1%,-2%,11µM*

# An excerpt (hit frequency here may not be typical).
